Assay outcomes from PubChem.
NTR1 ag: agonists of NTR1, primary screen, imaging, U2OS cells, beta-arrestin-GFP, high content (AID 493036). 330,000 tested, 0.17% active. NTR1-U2OS beta-arrestin-GFP spot imaging, agonist mode. activation, % at 20 µM. Neurotensin receptor type 1 (Homo sapiens), P30989;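 active = activation at or above 40% of the spot to cytoplasm intensity ratio, with at least 20 cells analyzed; inconclusive = wells under 20 cells, flagged as cytotoxic or low count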;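 also: 0% = DMSO without peptide and 100% = 100 nM NTR1 peptide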
Target sequence (P30989 whole entry, looked up): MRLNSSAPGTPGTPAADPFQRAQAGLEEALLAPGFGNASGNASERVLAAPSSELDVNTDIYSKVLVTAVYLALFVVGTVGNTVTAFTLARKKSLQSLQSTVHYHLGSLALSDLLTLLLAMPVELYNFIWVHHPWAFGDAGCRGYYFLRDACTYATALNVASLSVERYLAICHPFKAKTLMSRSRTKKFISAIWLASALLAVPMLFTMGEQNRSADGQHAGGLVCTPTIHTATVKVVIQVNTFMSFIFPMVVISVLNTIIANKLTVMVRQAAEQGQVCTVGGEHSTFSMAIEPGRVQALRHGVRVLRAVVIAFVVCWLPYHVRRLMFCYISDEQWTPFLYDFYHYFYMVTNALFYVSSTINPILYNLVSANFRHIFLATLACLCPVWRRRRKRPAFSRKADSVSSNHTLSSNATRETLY
GPR55 beta-arrestin: GPR55 agonists via beta-arrestin recruitment, primary screen, imaging, U2OS cells, beta-arrestin-GFP redistribution (AID 1961) | U2OS GPR55 beta-arrestin-GFP redistribution imaging; higher % means a stronger effect | activation, % at 10 µM; hits with a dose series show EC50 in µM | 290,000 tested, 0.048% active | G-protein coupled receptor 55 (Homo sapiens);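 active = activation above 40% with more than 50 cells counted in the well; inconclusive = wells holding fewer than 50 cells, flagged as toxic or sparse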;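 also: U2OS osteosarcoma cells stably expressing GPR55 and beta-arrestin-GFP; plate controls were DMSO negative control for no effect and LPI positive control for full effect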
AID2073: inhibitors of Mint1-CaV2.2 protein interaction, biochemical, HTRF (AID 2073); 290,000 tested, 0.19% active; inhibition, % at 20 µM; hits with a dose series show IC50 in µM; HTRF protein-protein interaction, Mint1-CaV2.2; higher % means a stronger effect; in the data active = inhibition mostly above about 51%, no sharp cut-off; inconclusive = no clear call, values can overlap the other calls; inactive = mostly below about 53%; also: some results filed as inactive read as strong as hits
K1F lysis inhibition: inhibition of K1F phage lysis, E. coli UTI89, bacterial capsule biogenesis inhibitors, alamar blue (AID 488966) | E. coli UTI89 K1F phage lysis, alamar blue, 2 h; higher % means a stronger effect | inhibition, % at 100 µM; hits with a dose series show IC50 in µM | 340,000 tested, 0.02% active;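 active = phage lysis inhibition, versus mean bacterial control, above a set limit; inconclusive = no clear call, values can overlap the other calls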;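 also: capsule biogenesis inhibitors block K1F phage lysis so surviving cells raise fluorescence; higher fluorescence means more inhibition of phage lysis; actives were called in the ten point dose series up to 300 µM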
HIV peptide binding: inhibitors of HIV fusion peptide binding, primary screen, biochemical, uHTS, fluorescence dequenching (AID 1986); cell-free peptide binding, fluorescence dequenching, 30 min; higher % means a stronger effect; inhibition, % at 20 µM; hits with a dose series show IC50 in µM; 290,000 tested, 0.3% active; in the data active = inhibition mostly above about 52%, no sharp cut-off; inactive = mostly below about 76%; also: some results filed as inactive read as strong as hits
GPR55 LPI antagonism: GPR55 antagonists blocking LPI-driven arrestin recruitment, primary screen, imaging, U2OS, beta-arrestin-GFP, LPI agonist (AID 2013); G-protein coupled receptor 55 (Homo sapiens); U2OS GPR55 beta-arrestin-GFP translocation imaging, LPI antagonism; higher % means a stronger effect; inhibition, % at 10 µM, or IC50 in µM where a hit was titrated; 290,000 tested, 0.13% active;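 active = spots per cell inhibited over 60%, with over 100 cells counted and total cytoplasm intensity under 500,000; inconclusive = wells with under 100 cells, flagged as likely toxic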;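 also: U2OS cells stably carrying GPR55 and arrestin-GFP stimulated by 5 µM LPI near EC80; imaged beta-arrestin-GFP aggregate spots per cell after agonist stimulation; plate controls were LPI-stimulated DMSO wells for no effect and DMSO wells without LPI for full effect; some results filed as inactive read as strong as hits; confirmed hits need IC50 under 10 µM and bright autofluorescent wells are also inconclusive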
GPR35 arrestin U2OS: GPR35 antagonists blocking zaprinast-driven arrestin recruitment, primary screen, imaging, U2OS, beta-arrestin-GFP, zaprinast agonist (AID 2058) | inhibition, % at 10 µM, or IC50 in µM where a hit was titrated | U2OS GPR35 beta-arrestin-GFP translocation imaging, zaprinast antagonism; higher % means a stronger effect | G-protein coupled receptor 35 (Homo sapiens) | 290,000 tested, 0.052% active;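 active = inhibition of at least 50% with at least 30 cells and total cytoplasm GFP at most 10,000,000; inconclusive = under 30 cells or total GFP of 10,000,000 plus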
SIAH1 antagonists: Siah-1 peptide-binding antagonists, primary screen, biochemical, fluorescence polarization, rhodamine-plectin, uHTS (AID 1817) | E3 ubiquitin-protein ligase SIAH1 (Homo sapiens) | Siah-1 / rhodamine-plectin peptide fluorescence polarization; higher % means a stronger effect | displacement, % at 20 µM; hits with a dose series show IC50 in µM | 290,000 tested, 0.02% active;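 active = displacement of at least 50% at 20 µM, with a fluorescence ratio check between 0.3 and a set limit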;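 also: plate controls were Siah plus tracer with DMSO for no effect and tracer alone without Siah for full effect; strong numbers were not always called active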
NS5 inhibitors: Dengue-2 NS5 methyltransferase inhibitors, primary screen, biochemical, confirmation dose response (AID 588689); Genome polyprotein (Dengue virus type 2 (strain 16681-PDK53)); one-dose inhibition, % at 25 µM; IC50 in µM for titrated hits; Dengue-2 NS5 methyltransferase capping enzyme assay, biochemical; higher % means a stronger effect; 340,000 tested, 0.3% active; in the data active = a potency from the dose series; inconclusive = inhibition above about 29% without an active follow-up result
NTR1 ag cell count 20 µM: recorded beside NTR1 ag, whose call it bears; cell count; measured here: cell count, cytotoxicity flag
NS5 inhibitors pilot replicate: recorded beside NS5 inhibitors, whose call it bears; inhibition, %; measured here: pilot screen replicate inhibition
Numbers without * were called inactive; ? = inconclusive; · = not tested or not shown; [ ] = another dose, or the depositor's remark.

SMILES	NTR1 ag	NTR1 ag cell count 20 µM	GPR55 beta-arrestin	AID2073	K1F lysis inhibition	HIV peptide binding	GPR55 LPI antagonism	GPR35 arrestin U2OS	SIAH1 antagonists	NS5 inhibitors	others
NC(=O)CC(NC(=O)Cc1ccc(Br)cc1)c1ccc(NC2CCCC2)c([N+](=O)[O-])c1 (stereo unspecified)	5.3	99	-0.1%	46%	0.7%	3.5%	2%	15%	4%	1%
O=C1c2ccccc2-c2cccc(C(=O)N3CCCCC3)c21	-0.7	49	-0.1%	6%	0.5%	-0.2%	4%	11%	0%	5%
O=C(O)CCc1ccc(-c2cccs2)n1CCC(=O)O	-2.5	44	-0.2%	18%	1.1%	1.8%	-2%	2%	-9%	-6%
Cc1ccc(/C=N/n2c(-c3ccco3)n[nH]c2=S)cc1	0.1	51	0.0%	-56%	0.1%	1.2%	-4%	-10%	6%	-6%
CCC(C)NS(=O)(=O)c1ccc(NC(=O)c2c(-c3ccccc3)noc2C)cc1 (stereo unspecified)	-1.1	59	-0.2%	-3%	-2.4%	1.8%	2%	-8%	-2%	-5%
COc1ccc2cc(C3(C)NC(=O)N(CC(=O)NCC(F)(F)F)C3=O)ccc2c1 (stereo unspecified)	-0.3	80	0.0%	6%	0.2%	0.9%	7%	0%	1%	-3%
Cc1cc2nc(SCCOC(=O)Nc3ccccc3)nc(C)c2cc1C	2.8	47	0.1%	4%	7.0%	1.0%	7%	-16%	-2%	-5%
Cn1c(NNC(=O)/C=C/c2ccc3c(c2)OCO3)cc(=O)n(C)c1=O	0.1	67	-0.1%	5%	0.3%	-1.1%	-1%	-1%	-1%	-8%
O=C(CC1SC(=O)NC1=O)Oc1ccc(/C=N/NC(=O)c2ccccc2O)cc1 (stereo unspecified)	-1.1	59	0.4%	14%	0.5%	13%	17%	5%	16%	13%
O=C(NC1CCCC1)C(c1ccccc1)N(C(=O)c1csnn1)c1ccccc1F (stereo unspecified)	-0.2	48	0.0%	6%	0.0%	1.3%	-11%	-7%	1%	-5%
COC(=O)N=Nc1c(O)n(Cc2ccccc2)c2ccccc12	1.6	56	-0.1%	4%	-0.1%	-1.9%	7%	-7%	-2%	-2%
O=c1[nH]nc(Cc2ncc(C(F)(F)F)cc2Cl)c2ccccc12	-0.1	98	0.0%	-6%	0.0%	2.1%	0%	-14%	-3%	-1%
O=C(O)CCC(=O)N(Cc1cccnc1)Cc1cccc(F)c1	-0.2	77	-0.1%	-6%	3.9%	-3.6%	5%	-23%	0%	-4%
O=C(CSc1nnc(-c2ccc3c(c2)OCO3)n1-c1ccccc1)c1ccccc1	5.5	88	?	-2%	0.1%	-3.2%	3%	13%	7%	-5%
CC1CC(C)CN(C(=O)c2ccc(CSc3nc4ccncc4[nH]3)cc2)C1 (stereo unspecified)	-0.2	89	1.2%	4%	0.5%	-1.0%	2%	-3%	8%	-4%
O=C1CCc2cc(S(=O)(=O)N3CCN(c4cccc(C(F)(F)F)c4)CC3)ccc2N1	-2.0	45	-0.1%	-1%	2.5%	-5.5%	10%	7%	-1%	1%
Cc1[nH]c2ccccc2c1C(=O)COC(=O)CCS(=O)(=O)c1ccccc1Cl	0.6	67	0.1%	0%	2.4%	-0.7%	-2%	-9%	1%	-8%
COc1ccc(OC)c(NC(=O)Cc2coc3cc(C)cc(C)c23)c1	4.0	77	0.2%	-7%	-0.6%	2.4%	7%	6%	-3%	0%
O=C(/C=C/c1ccc2c(c1)OCO2)Nc1cccnc1	-1.1	32	-0.2%	4%	0.2%	-1.6%	6%	-1%	-3%	-2%
CN(C)c1nc(C=C(C#N)C#N)c(Cl)n1-c1ccc(F)cc1	·	·	-0.2%	-7%	-1.0%	2.3%	7%	-9%	17%	-25%
S=C(NCCCN1CCOCC1)Nc1cccc(-c2nnc3n2CCCCC3)c1	2.3	48	-0.4%	-22%	-0.4%	3.0%	-1%	-5%	4%	-9%
O=C1CC(N2CCN(c3ccc(Cl)c(Cl)c3)CC2)C(=O)N1 (stereo unspecified)	3.5	91	0.2%	?	0.2%	-1.6%	7%	21%	-1%	-2%	NS5 inhibitors pilot replicate=1.2
Cc1cccc(C(=O)Oc2ccc(/C=N/NC(=O)Cc3ccc([N+](=O)[O-])cc3)cc2)c1	6.4	40	-0.3%	11%	0.5%[50 µM]	-1.1%	1%	-3%	6%	-4%
Cc1ccc(C(=O)Nc2nc3ccccc3s2)s1	-1.4	56	-0.1%	4%	-0.1%	-0.9%	-1%	14%	-3%	0%
Cc1ccc2cc(C(=O)O)c(C)nc2c1	-0.6	39	-0.1%	-6%	-1.1%[50 µM]	0.4%	11%	-3%	-4%	2%

Following part
SMILES	NTR1 ag	NTR1 ag cell count 20 µM	GPR55 beta-arrestin	AID2073	K1F lysis inhibition	HIV peptide binding	GPR55 LPI antagonism	GPR35 arrestin U2OS	SIAH1 antagonists	NS5 inhibitors	others
CCOC(=O)COC(=O)c1ccc(Oc2cc(C)nc(SC)n2)cc1	0.4	75	0.4%	-1%	-0.4%	-0.1%	5%	-6%	-2%	-6%
COC(=O)c1ccc(OC)c(CSc2nnc(COc3cccc(C)c3)o2)c1	-1.1	48	-0.1%	4%	-0.2%	0.3%	13%	3%	4%	-2%
COCCOC(=O)c1c(NC(=O)CNc2ccc(C)c(F)c2)sc(C(N)=O)c1C	2.1	61	0.1%	10%	0.1%	-0.5%	3%	1%	1%	0%
COc1ccc(/C=C/C(=O)N(CC(C)C)CC(C)C)cc1Br	9.3	49	-0.3%	2%	1.2%	-1.8%	-4%	-4%	5%	-4%
CN(C)/C=N/c1c(C#N)cnn1-c1ncnc2sc(-c3ccccc3)cc12	10	45	0.3%	13%	0.6%	0.4%	24%	11%	-3%	-13%
CCCCN(CC)S(=O)(=O)c1ccc2c(c1)n(C)c(=O)c(=O)n2C	1.4	47	-0.1%	6%	-1.0%[50 µM]	-0.1%	15%	-6%	-5%	2%
Cc1sc2nc3c(C(=O)N4CCN(c5ccccn5)CC4)cccn3c(=O)c2c1C	·	·	-0.1%	8%	·	2.4%	-11%	1%	-3%	·
O=C(Nc1ccnn1C1CCN(CCCc2ccccc2)CC1)c1cccc(F)c1	0.2	35	-0.1%	6%	0.8%	-1.6%	5%	4%	-1%	1%
COc1cc(/C=C(\C#N)c2nc3ccccc3[nH]2)cc(Br)c1OCc1ccc(F)cc1	14	54	-0.1%	19%	1.2%	-2.6%	1%	-3%	-2%	0%
COc1ccc2ccccc2c1/C=N\NC(=O)c1ccc(C)s1	12	49	-0.1%	-6%	0.0%	-1.4%	-6%	-13%	-5%	-5%
CC1CCN(S(=O)(=O)c2ccc(NC(=O)CN3CCCCCC3)cc2)CC1	1.4	35	0.3%	0%	0.2%	0.6%	-4%	-7%	7%	-3%
Cn1nc(C(=O)NCc2cccnc2)c2ccccc2c1=O	-1.4	60	-0.1%	4%	1.1%	0.6%	-13%	5%	-1%	-4%
Cc1cccc2c3c([nH]c12)CCN(C)C3	-1.6	87	-0.1%	-5%	0.9%	0.7%	8%	7%	-6%	-1%
COc1cc(OC)c(-c2c3cc(O)c(=O)cc-3oc3cc(O)c(O)cc23)cc1OC	1.8	50	0.9%	13µM*	1.0%[50 µM]	83%*	-24%	-4%	48%	26%
Cc1nc(S(=O)(=O)c2ccc(Cl)cc2)c(N(C)C)o1	1.9	66	1.3%	32%	0.6%	-1.5%	-4%	1%	-5%	-7%
CC(=O)c1cccc(NC(=O)CC2Oc3ccc(C)cc3NC2=O)c1 (stereo unspecified)	-2.0	60	-0.1%	-4%	-2.3%	0.0%	-12%	11%	4%	-3%
CCC(C(=O)NC1CCCC1)N(C(=O)c1snc(C(N)=O)c1N)c1ccc(OC)cc1 (stereo unspecified)	0.2	43	-0.1%	-4%	0.2%	1.8%	7%	5%	4%	5%
COC(=O)[C@@H]1C[C@@]2(O)[C@@H](O)[C@@H](O)[C@@H](O)C[C@H]2N1CC1CCCCC1	-5.0	93	-0.1%	10%	-0.3%	0.2%	-1%	-2%	-4%	-2%
O=C(NC1CCCCNC1=O)c1ccc(Cl)cc1 (stereo unspecified)	-0.7	61	0.3%	-4%	0.4%	1.0%	2%	-1%	0%	1%
COc1cc(NC(=S)NC(=O)c2ccccc2F)ccc1NC(=O)c1cccs1	4.1	58	-0.9%	1%	0.1%	-2.9%	7%	-3%	5%	0%
O=C(Cn1c(CO)nc2ccccc21)Nc1cc(C(F)(F)F)ccc1N1CCOCC1	3.1	48	0.0%	40%	-2.1%	-1.4%	9%	2%	3%	-5%
O=C(NCCCN1CCOCC1)C(=O)N/N=C/c1ccccc1	-1.2	94	0.2%	0%	0.1%	-0.7%	4%	8%	0%	-4%
Cn1c(=O)[nH]c2cc(Cl)cnc21	1.1	75	-0.1%	37%	0.3%	25%	1%	-6%	4%	?
CCn1cc(/C=N\NC(=O)C2(C)CC2(Cl)Cl)c(C)n1 (stereo unspecified)	2.4	81	-0.1%	-8%	0.6%[50 µM]	-1.3%	1%	8%	-7%	-1%
O=C(c1cc2cc(Cl)ccc2o1)N1CCCC1	2.7	40	0.5%	3%	0.7%	1.1%	-17%	-2%	0%	-5%
O=C(CN1CCN(Cc2ccc3c(c2)OCO3)CC1)N1CCc2[nH]c3ccc(F)cc3c2C1	3.1	44	1.5%	12%	1.9%	2.7%	9%	-5%	16%	6%
CC1=Nn2c(nnc2-c2ccccc2)SC1	-0.1	54	-0.1%	-7%	1.1%	-2.0%	4%	-12%	2%	-5%
Cc1cc(=S)cc(C)n1CCCn1ccnc1	-1.3	51	0.3%	-5%	0.2%	4.5%	8%	-17%	2%	-1%
S=C(Nc1ccc2nsnc2c1)N1CCCCC1	·	·	0.2%	15%	1.4%[50 µM]	5.8%	9%	6%	17%	18%
COc1ccc(CNC(=O)CN2C(=O)COc3ccc(S(=O)(=O)NC4CCCC4)cc32)cc1	0.8	62	-0.2%	1%	0.0%	1.1%	-15%	-2%	-6%	-5%
